Fam108B inh: Fam108B inhibition, counter-screen for RBBP9 inhibitors; recombinant Fam108B, FP-Rh probe fluorescence polarization; hit rate 0.33% among 300,000; AID 1947; inhibition, % at 9.51 µM;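 active = inhibition above the screen mean inhibition plus 3 SD, computed separately per campaign, cut at about 18% in these data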;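 also: inhibitors lower polarization as less probe binds the enzyme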
MCL1-BIM inh: MCL1-BIM-BH3 interaction inhibition (human). Q07820. GST-MCL1 / FITC-Bim-BH3 fluorescence polarization. inhibition, % at 10.9 µM. hit rate 0.68% among 320,000. AID 2057;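 active = inhibition above the mean inhibition of all tested compounds plus 3 SD, set per campaign, cut at about 40% in these data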;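 also: 0% = DMSO wells and 100% = unlabeled Bim-BH3 peptide control; higher means more loss of mP so more displacement of Bim peptide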
Target sequence (Q07820 whole entry, looked up): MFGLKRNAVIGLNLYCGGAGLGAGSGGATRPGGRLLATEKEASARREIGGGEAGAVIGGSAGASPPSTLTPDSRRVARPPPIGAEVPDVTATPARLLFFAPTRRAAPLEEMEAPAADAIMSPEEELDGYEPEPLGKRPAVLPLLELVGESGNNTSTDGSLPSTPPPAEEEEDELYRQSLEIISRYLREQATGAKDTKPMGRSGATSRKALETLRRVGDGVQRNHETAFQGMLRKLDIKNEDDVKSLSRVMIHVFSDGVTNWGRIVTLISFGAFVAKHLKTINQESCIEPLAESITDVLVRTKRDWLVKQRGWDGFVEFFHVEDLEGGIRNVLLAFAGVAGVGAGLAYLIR
PAFAH1B2 FP inh: PAFAH1B2 (human) inhibition; P68402; recombinant PAFAH1B2, FP-rhodamine activity probe, fluorescence polarization; inhibition, % at 3.39 µM; hit rate 1.2% among 340,000; AID 492953;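 active = inhibition above the mean of all tested compounds plus 3 SD, cut at about 24% in these data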;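 also: 0% = enzyme with DMSO and 100% = wells lacking PAFAH1B2; many of its hits are not listed in these tables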
MEX-5 binding: C. elegans MEX-5 TCR-2 RNA binding activity. MEX-5/FITC-TCR2 RNA binding, fluorescence polarization; active compounds read low. activity score (negative = inhibition of binding), % at 10 µM. hit rate 0.38% among 300,000. AID 1832;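 active = inhibition past about -25% in most replicates, and total fluorescence under double the plate's negative control median, limit read from the data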;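 also: 0% = DMSO and -100% = 5 µM competing unlabeled TCR2 RNA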
BCLXL inh: inhibitors of human Bcl-xL; AID 2129; hit rate 0.7% among 320,000; inhibition, % at 10.9 µM; GST-Bcl-xL / FITC-Bim BH3 peptide fluorescence polarization;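 active = inhibition above the mean of all tested compounds plus 3 SD, cutoff set per campaign, cut at about 30% in these data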;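 also: 0% = DMSO wells and 100% = unlabeled Bim-BH3 peptide competitor; inhibitors lower millipolarization by displacing the labeled peptide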
Target sequence (Q07817 whole entry, looked up): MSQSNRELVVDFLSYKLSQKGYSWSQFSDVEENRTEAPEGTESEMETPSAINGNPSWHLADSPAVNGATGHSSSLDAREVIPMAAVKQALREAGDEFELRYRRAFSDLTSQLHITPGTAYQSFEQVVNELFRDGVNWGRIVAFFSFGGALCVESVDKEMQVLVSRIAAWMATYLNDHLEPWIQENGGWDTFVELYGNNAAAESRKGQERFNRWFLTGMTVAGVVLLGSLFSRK
AHR act: human AHR activation; P35869; AHR-responsive luciferase reporter cells, luminescence; activation, % at 5 µM; hit rate 2.5% among 320,000; AID 2796; in the data active = activation above about 47%;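 also: 0% = vehicle wells and 100% = reference agonist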
GLD-1 TGE inh: GLD-1-TGE RNA interaction inhibition (C. elegans); purified GLD-1 + fluorescein TGE RNA, fluorescence polarization; inhibition, % at 5.96 µM; hit rate 0.44% among 320,000; AID 2280;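 active = percent inhibition above a per-plate cutoff, the plate mean of test compounds plus 3 SD, cut at about 30% in these data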;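 also: 0% = DMSO wells with GLD-1 and probe and 100% = wells lacking GLD-1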
pPAFAH FP inh: inhibitors of human plasma PAF acetylhydrolase (pPAFAH) | Q13093 | hit rate 1.5% among 330,000 | recombinant pPAFAH, FP-rhodamine probe fluorescence polarization | inhibition, % at 3.39 µM;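 active = inhibition above the mean inhibition across the screen plus 3 SD, cut at about 25% in these data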;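 also: inhibitors block binding of the rhodamine activity-based probe so polarization drops; 0% = enzyme with DMSO and 100% = wells lacking pPAFAH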
Target sequence (Q13093 whole entry, looked up): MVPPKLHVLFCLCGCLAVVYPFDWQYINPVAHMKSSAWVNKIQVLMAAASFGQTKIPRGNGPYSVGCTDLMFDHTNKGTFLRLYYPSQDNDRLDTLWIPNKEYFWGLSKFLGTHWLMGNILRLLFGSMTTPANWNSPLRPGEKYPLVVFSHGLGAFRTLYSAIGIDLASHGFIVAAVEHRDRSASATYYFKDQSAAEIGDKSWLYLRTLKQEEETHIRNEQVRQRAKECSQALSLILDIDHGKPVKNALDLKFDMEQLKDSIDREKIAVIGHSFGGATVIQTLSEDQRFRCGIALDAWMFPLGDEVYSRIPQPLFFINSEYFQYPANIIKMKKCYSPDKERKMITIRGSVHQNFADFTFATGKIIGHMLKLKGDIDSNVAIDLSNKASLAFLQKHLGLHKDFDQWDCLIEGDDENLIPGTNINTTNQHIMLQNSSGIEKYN
PME-1 inh: PME-1 (human) inhibition; recombinant PME-1, FP-Rh probe fluorescence polarization; inhibition, % at 5.9 µM; hit rate 0.53% among 320,000; AID 2130;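 active = inhibition above the campaign mean of all compounds plus 3 SD, cut at about 26% in these data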;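 also: competitive labeling of PME-1 active site by serine hydrolase directed probe; 0% = PME-1 with DMSO and 100% = wells lacking PME-1 enzyme; inhibitors block probe labeling so polarization falls and inhibition rises; many of its hits are not listed in these tables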
Starred values were filed as active, the others as inactive; x = not tested or not shown.

SMILES	Fam108B inh	MCL1-BIM inh	PAFAH1B2 FP inh	MEX-5 binding	BCLXL inh	AHR act	GLD-1 TGE inh	pPAFAH FP inh	PME-1 inh
Cc1occc1C(=O)N1CCCC(N2CCN(c3cccc(C(F)(F)F)c3)CC2)C1 (stereo not given)	-3.2	3.2	2.3	0.0	6.1	13.4	4.5	3.1	0.2
COc1ccccc1NC(=O)Cn1ncc2c1-c1ccccc1OC2	2.1	-2.4	-1.5	1.0	3.4	58.5*	1.8	-6.1	-9.3
COc1ccc2c(c1)CC/C2=N\NC(=O)c1ccccc1	2.7	-4.5	1.3	1.2	-3.6	1.8	3.0	1.6	-3.0
Cc1c(C)c(C)c(C(=O)C2CCN(c3ccc([N+](=O)[O-])cn3)CC2)c(C)c1C	1.6	-2.6	2.9	1.2	1.7	0.2	5.3	0.9	0.0
COc1ccc(NC(=O)CSc2nc(N3CCCCC3)nc(N3CCCCC3)n2)cc1	-1.8	5.2	-0.6	1.1	0.8	-1.5	-0.8	5.6	-1.4
O=C(NCCC1=CCCCC1)C1CCN(c2nc3ccccc3o2)CC1	2.0	-2.8	2.9	-0.8	1.0	1.0	1.1	1.2	0.8
O=C(COC(=O)c1cc(S(=O)(=O)N2CCOCC2)ccc1F)NC1CCCCC1	x	-1.2	5.8	x	1.2	1.8	1.8	2.1	1.8
Cc1cccc(NC(=O)C2CCN(S(C)(=O)=O)CC2)c1C	1.7	-1.0	4.7	1.4	0.5	3.5	-5.0	6.8	-0.7
CCOC(=O)CN1C=C(c2ccc3ccccc3n2)C(C[N+](=O)[O-])c2ccccc21 (stereo not given)	-1.2	105.7*	4.0	-10.6	101.4*	66.9*	-74.2	3.9	14.7
CCC(=O)N1c2ccc(S(=O)(=O)CCC(=O)N3CCN(c4ccccc4F)CC3)cc2CC1C (stereo not given)	-2.1	2.5	6.6	-0.8	0.4	0.1	-0.3	-2.9	0.5
Cn1ccc(C(=O)OCC(=O)c2ccccc2)n1	0.9	-3.5	0.3	0.5	0.3	1.1	0.9	1.4	3.6
Cc1ccc(-c2nc3ccccc3[nH]2)cc1NC(=O)c1ccco1	-1.8	10.6	-0.5	1.1	8.2	26.1	0.4	-2.5	-5.9
CC1(C)CN(c2ccc(-c3ccnc4ncnn34)cc2)C1=O	1.9	0.5	3.1	1.4	0.9	7.2	-0.9	3.8	1.8
CCN(C(=O)COC(=O)c1ccccc1OCc1ccc(Cl)cc1)C1CCS(=O)(=O)C1 (stereo not given)	x	x	4.7	x	x	0.3	-0.8	4.5	x
O=S(=O)(c1ccc(Cl)cc1)N1CCN(Cc2ccc(O)c3ncccc23)CC1	-2.3	10.1	1.0	-0.8	0.6	-0.2	1.5	-1.9	-0.4
CC12COC3(C(=O)Nc4ccc(Cl)cc4)CC1CCC32C (stereo not given)	1.8	6.3	1.4	2.8	2.2	17.1	-4.2	0.4	5.9
Cc1nc2n(n1)C(O)c1cc([N+](=O)[O-])ccc1S2 (stereo not given)	0.8	-1.7	x	2.4	2.8	-0.9	-0.8	-2.3	5.5
COc1ccc(N=Cc2c(O)n(-c3cccc(C)n3)c(=O)c3ccccc23)c(OC)c1	1.6	-10.6	4.7	-68.6*	-3.1	-0.9	-40.9	-6.9	-4.0
Cc1ccc(CNC(=O)C2=NNC(=O)CC2)cc1	4.7	-0.1	1.1	0.6	2.8	0.9	0.2	4.0	5.8
N#CC1=C(N)N(c2ccccc2)C(c2cccc([N+](=O)[O-])c2)C1(C#N)C#N (stereo not given)	-1.3	1.3	5.0	-4.6	4.2	6.1	6.0	7.0	11.7
C[C@@H](O)C1NC(=O)[C@H](CCCCN)NC(=O)c2cc([N+](=O)[O-])cc(I)c2OCC[C@@H](C(N)=O)NC1=O (stereo not given in full)	3.3	-19.6	3.4	-4.8	-1.9	0.1	0.2	0.1	3.7
Cc1cc(C)c2c(CN3CCOCC3)cc(=O)oc2c1C	2.0	-2.6	1.1	1.1	0.2	0.1	-2.4	3.1	1.3
COc1cc(C(=O)NC(=S)Nc2cccc3nc(C)ccc23)cc(OC)c1OC	-5.7	-3.0	0.2	1.9	-0.9	-0.8	3.3	3.5	-5.6
CC1CCC2C(=O)N(c3cccc(C(=O)Nc4ccc(F)cc4)c3)C(=O)C2C1 (stereo not given)	-1.6	1.8	-3.6	1.3	3.0	2.0	-1.3	-5.2	2.2
CCOC(=O)C1=C(C)N(C)C(=O)NC1c1ccc2c(c1)OCO2 (stereo not given)	2.4	-2.4	6.5	-0.2	4.6	2.8	0.4	6.3	1.5

Grouped by structure, the compounds so far containing a Cl atom.
SMILES	Fam108B inh	MCL1-BIM inh	PAFAH1B2 FP inh	MEX-5 binding	BCLXL inh	AHR act	GLD-1 TGE inh	pPAFAH FP inh	PME-1 inh
CCN(C(=O)COC(=O)c1ccccc1OCc1ccc(Cl)cc1)C1CCS(=O)(=O)C1 (stereo not given)	x	x	4.7	x	x	0.3	-0.8	4.5	x
O=S(=O)(c1ccc(Cl)cc1)N1CCN(Cc2ccc(O)c3ncccc23)CC1	-2.3	10.1	1.0	-0.8	0.6	-0.2	1.5	-1.9	-0.4
CC12COC3(C(=O)Nc4ccc(Cl)cc4)CC1CCC32C (stereo not given)	1.8	6.3	1.4	2.8	2.2	17.1	-4.2	0.4	5.9

(next part)
SMILES	Fam108B inh	MCL1-BIM inh	PAFAH1B2 FP inh	MEX-5 binding	BCLXL inh	AHR act	GLD-1 TGE inh	pPAFAH FP inh	PME-1 inh
Cc1cc(N/N=C/c2ccccc2O)nc(N2CCOCC2)n1	2.9	2.0	6.3	-2.4	2.2	7.3	3.6	6.3	5.5
Cc1ccc(NC(=O)Cn2cc(C(=O)C3CC3)c3ccccc32)c(C)c1	-6.4	0.9	1.6	0.7	-1.6	-1.2	-8.4	-0.8	-4.0
C=CC[n+]1c(C)csc1Nc1cccc(Br)c1	-1.4	2.5	0.8	-3.3	0.4	2.3	5.2	3.6	11.3
CC(=O)Nc1ccc(NC(=S)NC(=O)C2CC2)cc1	-1.6	5.0	3.6	-0.1	2.1	-2.0	-0.7	-1.5	-2.6
Cc1cccc(C(=O)Nc2nnc(S(=O)(=O)N(C)Cc3ccco3)s2)c1	-5.3	9.8	3.5	-2.2	5.3	12.1	3.8	2.6	-11.6
CCc1c(C)c2ccc(OCC(=O)OC(C)C)c(C)c2oc1=O	0.9	5.9	-0.3	-0.7	1.1	0.2	8.2	6.5	3.8
CC(C)Oc1ccccc1/C=N/NC(=O)c1ccccc1Cl	4.4	-2.8	2.6	1.3	1.0	16.0	-6.4	4.1	3.5
COc1cc(/C=C/C(=O)c2ccc3c(c2)OCCO3)cc(Br)c1OCC(=O)N(C)C	0.5	0.1	2.5	1.2	-0.1	-3.0	-1.4	2.6	2.6
CCCCC(=O)Nc1ccc(NC(=O)C2CC2)cn1	-1.6	2.1	-0.2	1.1	2.5	3.0	0.5	-1.3	-1.3
Nc1ccc(SCc2cccnc2)cc1	2.1	4.9	6.9	1.5	-1.8	6.9	-7.8	1.7	-3.3
O=C1C(=O)N(Cc2cccnc2)C(c2ccccn2)/C1=C(/O)c1ccccc1 (stereo not given)	0.1	4.1	4.9	1.2	5.9	3.1	0.2	9.7	-6.1
CN(CCCC(=O)O)c1ccc(N=Nc2ccc([N+](=O)[O-])cc2)cc1	2.7	-0.1	4.5	-2.3	-2.5	-3.0	-0.2	12.4	8.3
COc1ccc(C(=O)On2c(-c3ccc(Br)cc3)nc3ccccc3c2=O)cc1	-5.8	6.8	-3.2	2.3	6.8	4.4	1.9	1.6	-7.0
COc1ccc(NC(=O)C2Cc3ccccc3C(=O)O2)cc1 (stereo not given)	-1.6	4.2	3.6	-1.0	2.3	-2.0	3.0	2.7	-0.7
CC(C)c1c(O)nc(SCC(=O)Nc2ccc3c(c2)CCC3)[nH]c1=O	2.2	-10.9	3.8	-0.7	5.1	20.1	6.8	-3.5	-0.8
CC(C)(C)C(=O)Nc1nc2c(s1)CN(Cc1ccccc1)CC2	-0.8	5.8	7.0	1.2	5.9	16.0	-13.7	-0.1	-1.5
O=S(=O)(c1cc(C(F)(F)F)ccc1Cl)N1CCCCCC1	2.6	0.5	-10.2	0.4	2.3	0.3	-5.2	3.6	-6.6
O=C(Cc1ccccc1)NCC(=O)OCC(=O)c1ccc(F)cc1	-2.1	4.4	4.4	-1.0	3.1	2.2	2.8	-0.3	1.4
CCn1c(SCC(=O)N2CCCCCC2)nc2ccccc2c1=O	-3.3	-4.9	5.9	-0.6	-0.9	3.4	-2.5	6.3	3.8
CC(C)(C)NC(=O)c1cc(C(C)(C)C)c(O)c(C(C)(C)C)c1	-2.7	3.7	7.2	0.2	-2.8	-0.9	2.8	2.2	-0.7
O=C(/C=C/c1ccc(F)cc1)c1ccc(N2CCOCC2)cc1	-3.5	0.2	7.7	2.5	-2.1	-0.8	3.6	2.8	8.8
c1ccc(N2CCN(c3nc4cc5c(cc4s3)OCO5)CC2)cc1	-3.1	11.4	2.1	0.0	2.2	0.7	0.7	2.9	2.4
CC(=O)NC1=NN(C(C)=O)C(c2ccccc2)S1 (stereo not given)	-1.4	4.8	9.6	0.5	2.5	-0.8	3.7	1.6	-0.8
COc1ccc(OC)c(NC(=O)c2ccc(S(=O)(=O)N3CCOCC3)cc2)c1	3.3	4.8	-1.7	0.8	3.4	0.5	3.0	-1.9	-2.0
COc1ccc(CCNC(=O)C2CCN(C(=O)c3ccccc3C)CC2)cc1	0.0	7.0	3.9	-1.5	7.0	-0.2	-0.5	5.3	0.8

Only Fam108B inh, for six of the compounds above:
Molecule	Fam108B inh
Cc1ccc(-c2nc3ccccc3[nH]2)cc1NC(=O)c1ccco1	-1.8
Cn1ccc(C(=O)OCC(=O)c2ccccc2)n1	0.9
CCc1c(C)c2ccc(OCC(=O)OC(C)C)c(C)c2oc1=O	0.9
Cc1cccc(C(=O)Nc2nnc(S(=O)(=O)N(C)Cc3ccco3)s2)c1	-5.3
Nc1ccc(SCc2cccnc2)cc1	2.1
O=S(=O)(c1cc(C(F)(F)F)ccc1Cl)N1CCCCCC1	2.6

(more compounds)
SMILES	Fam108B inh	MCL1-BIM inh	PAFAH1B2 FP inh	MEX-5 binding	BCLXL inh	AHR act	GLD-1 TGE inh	pPAFAH FP inh	PME-1 inh
COC(=O)C(C#N)C(c1cccnc1)c1c(C)[nH][nH]c1=O (stereo not given)	-2.1	5.3	-3.8	-8.1	3.3	-3.7	4.3	1.0	-1.3
O=C(N/C(=C\c1cccs1)C(=O)N1CCOCC1)c1cccs1	-0.8	2.2	3.1	-1.7	5.3	1.9	-0.6	0.0	0.1
COc1ccc(/C=C/C(=O)OCC(=O)NC(C)CCc2ccccc2)cc1OC (stereo not given)	x	x	5.5	x	x	0.5	2.2	6.1	x
Cc1ccc(NC(=O)CSCc2ccco2)cc1	-1.6	4.0	5.9	0.2	-2.6	0.6	2.6	2.2	-1.8
O=C(NCc1cccnc1)Nc1ccc(Cl)cc1	0.9	0.6	3.4	-1.0	3.3	3.2	-0.1	3.1	-1.6
O=C(OCc1ccccc1)C1=NNC2C(=O)N(c3ccccc3)C(=O)C12 (stereo not given)	3.3	-2.7	8.3	3.2	2.8	0.6	-0.2	-1.4	-8.6
COc1ccc(N=c2sc3ccccc3n2C)cc1	3.2	-2.1	10.8	-2.1	1.8	33.3	3.1	18.4	10.8
Cc1ccc(C(=O)Nc2ccccc2C(=O)NCc2cccnc2)cc1	-1.9	1.1	0.9	-1.8	-1.2	1.4	-7.0	-5.6	5.7

Not all compounds are listed; count on the stated rates, not on these rows.
